GASC-1 inh – human JMJD2C demethylase inhibition; GST-JMJD2C(1-420) H3K9me3 demethylation, DELFIA europium; inhibition, % at 2.35 µM; 330,000 tested, 0.069% active; AID 2099;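 active means more than half of a compound's replicate wells show inhibition beyond 50%, single wells judged on their own value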;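 further: signal counts dimethyl H3K9 product captured on neutravidin plate; 0% = median of DMSO wells and 100% = 0.3 times that DMSO median; strong numbers were not always called active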
Target sequence (Q9H3R0 1-420 limits assumed): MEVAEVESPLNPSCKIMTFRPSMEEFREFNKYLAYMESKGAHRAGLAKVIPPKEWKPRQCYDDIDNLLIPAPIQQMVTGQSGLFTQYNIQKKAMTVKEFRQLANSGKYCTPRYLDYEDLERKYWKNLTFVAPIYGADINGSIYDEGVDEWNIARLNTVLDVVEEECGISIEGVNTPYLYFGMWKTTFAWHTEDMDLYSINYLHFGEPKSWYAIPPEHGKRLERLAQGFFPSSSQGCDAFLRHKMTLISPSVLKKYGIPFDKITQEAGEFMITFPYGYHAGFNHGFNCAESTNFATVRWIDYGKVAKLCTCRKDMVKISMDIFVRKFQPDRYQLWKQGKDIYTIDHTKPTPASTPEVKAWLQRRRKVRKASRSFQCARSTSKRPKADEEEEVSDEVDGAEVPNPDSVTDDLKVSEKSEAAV
PREPL inh – inhibits the human prolyl oligopeptidase-like enzyme; recombinant PREPL, fluorescence polarization activity-based probe; inhibition, % at 5.96 µM; 320,000 tested, 0.68% active; AID 2751; in the data active means inhibition above about 43%;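 further: 0% = enzyme with DMSO and 100% = wells lacking enzyme; many of its hits are not listed in these tables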
Efflux pump inh – antifungal efflux pump inhibition, Nile Red retention; S. cerevisiae Candida pump triplex; inhibition, % at 10 µM; 330,000 tested, 0.44% active;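 active means plate passing quality check with inhibition over a set limit, or well fluorescence over plate mean plus 4 SD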;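 further: Nile Red retained in pooled yeast measured as flow cytometry median fluorescence; 0% = buffer negative control and 100% = Enniatin B positive control; higher means more Nile Red kept so more efflux inhibition; some compounds called inactive have numbers as strong as hits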
core dimer inh – HCV core protein dimerization inhibition; inhibition, % at 5 µM; 300,000 tested, 0.33% active; AID 1899; TR-FRET GST/Flag-core106 dimerization, 1536-well;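 active means inhibition above the mean of all tested compounds plus 3 SD, set per screening campaign, cut at about 45% in these data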
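System: GST-tagged and Flag-tagged HCV core protein residues 1-106 / Input: core106 proteins, GST 13.5 nM and Flag 17 nM / Buffer or medium: KF-containing HEPES buffer, pH 7.45, DTT, CHAPS, BSA / Probe or stimulus: Eu-anti-GST and XL665-anti-Flag labelled anti-tag antibodies / Schedule: 4 h, 22.5 °C incubation / Technique: TR-FRET 671 and 617 nm emission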
TPT1 inh – C. albicans TPT1 enzyme inhibition. recombinant caTPT1, FP RNA substrate dephosphorylation. inhibition, % at 5 µM. 300,000 tested, 0.81% active. AID 1962;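 active means inhibition above the mean of all tested compounds plus 3 SD, set per screening campaign, cut at about 24% in these data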;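 further: plate controls were DMSO alone for no effect and ferristatin control at 100 nM for full effect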
LYPLA2 counter – counter-screen for PME1 inhibitors: inhibitors of human LYPLA2; O95372; recombinant LYPLA2, FP-Rh probe fluorescence polarization; inhibition, % at 5.9 µM; 320,000 tested, 0.38% active; AID 2177;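 active means inhibition above the screen-wide mean plus 3 SD, limit set per campaign, cut at about 26% in these data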;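 further: 0% = LYPLA2 with DMSO and 100% = wells lacking LYPLA2 enzyme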
Target sequence (O95372 whole entry, looked up): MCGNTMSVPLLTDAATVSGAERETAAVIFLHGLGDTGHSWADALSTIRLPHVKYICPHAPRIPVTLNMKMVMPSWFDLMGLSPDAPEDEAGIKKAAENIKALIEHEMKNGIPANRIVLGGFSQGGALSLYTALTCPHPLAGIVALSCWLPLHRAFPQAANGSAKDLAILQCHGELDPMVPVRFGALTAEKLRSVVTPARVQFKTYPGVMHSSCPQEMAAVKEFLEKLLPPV
PP1 counter – counter-screen for PP5 inhibitors: inhibitors of human PP1-alpha; purified PP1alpha, OMFP fluorescence; inhibition, % at 6.7 µM; 320,000 tested, 0.9% active;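 active means inhibition above the mean inhibition of all tested compounds plus 3 SD, computed separately for each screening campaign, cut at about 15% in these data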
Target sequence (P62136 whole entry, looked up): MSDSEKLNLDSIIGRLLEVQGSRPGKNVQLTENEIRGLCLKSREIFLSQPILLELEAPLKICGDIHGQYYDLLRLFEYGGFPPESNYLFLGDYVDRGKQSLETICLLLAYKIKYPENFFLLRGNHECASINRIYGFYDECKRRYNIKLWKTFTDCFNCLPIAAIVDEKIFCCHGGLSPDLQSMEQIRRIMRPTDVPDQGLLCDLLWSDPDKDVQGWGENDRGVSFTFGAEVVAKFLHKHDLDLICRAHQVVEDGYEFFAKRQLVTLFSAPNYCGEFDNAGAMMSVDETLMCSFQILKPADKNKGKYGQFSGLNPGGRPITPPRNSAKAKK
PP5 inh – PP5 (human) phosphatase inhibition. 320,000 tested, 0.18% active. inhibition, % at 6.7 µM. purified PP5c, OMFP substrate fluorescence. AID 1987;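 active means inhibition above the campaign's mean inhibition across all tested compounds plus 3 SD, cut at about 9.5% in these data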;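 further: 0% = DMSO only and 100% = 100 µM cantharidin control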
CTSL1 counter – cathepsin L1 inhibition, PFM18AAP counter-screen; recombinant F. hepatica cathepsin L1, Z-Leu-Arg-MCA fluorescence; 300,000 tested, 0.49% active; inhibition, % at 5.96 µM;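 active means inhibition above the mean of all tested compounds plus 3 SD, set per screening campaign, cut at about 17% in these data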;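 further: 0% = plate median of test compound wells and 100% = 1 µM Z-Phe-Ala-diazomethylketone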
* = called active by the depositor; / = no result given.

Order of results: PREPL inh, PP1 counter, LYPLA2 counter, Efflux pump inh, PP5 inh, core dimer inh, TPT1 inh, CTSL1 counter, GASC-1 inh
CC1CCN(CCCNC(=O)CCNC(=O)Cn2cnc3ccccc3c2=O)CC1
    8, -1, 0, 0.4, -0.3, -8, -3, 2, 0
Cc1ccc(NC(=O)c2cccc(NC(=O)CCC(=O)O)c2)cc1C
    4, 2, -2, 0.3, 3.0, -8, -1, -2, 6
CCCC1=C([O-])C2N=CC=CC2=[N+](c2ccccn2)C1=O (configuration not stated)
    -2, 0, 5, -0.1, 0.8, -5, 4, 0, -3
Cc1oc(C(N)=O)nc1-c1ccccc1
    -8, -2, -2, 0.0, -0.4, 2, 1, 2, -4
CC(C)(C)N(Cc1ccccc1)C(=O)c1cccs1
    12, 1, 3, -0.1, -0.5, -3, -3, 2, 2
Cc1ccccc1CCN1CCCC(CN(C)C(=O)C(=O)c2ccco2)C1 (configuration not stated)
    6, -1, 3, 0.0, -0.7, -3, 1, -2, -4
CC(=O)N1CCc2cc(Br)cc(S(=O)(=O)NCCN3CCCCC3C)c21 (configuration not stated)
    8, -2, -5, 0.1, 0.0, 2, 0, 2, 17
Cc1cccc(-c2cc3nc(C)cc(N4CC(C)CC(C)C4)n3n2)c1 (configuration not stated)
    -6, -1, -5, 0.1, -1.0, 3, -1, 1, /
Cc1nc([N+](=O)[O-])cn1CC(O)c1ccc(Cl)cc1 (configuration not stated)
    0, 3, 4, -0.2, -0.2, -8, -2, 3, -5
COc1ccccc1C(=O)Nc1ccc(S(=O)(=O)N2CCN(C)CC2)cc1
    -5, -2, 3, -0.1, -3.0, 2, -3, 0, -3
O=C(NN1C(=O)c2ccc(-c3ccc4c(c3)C(=O)N(NC(=O)c3cccnc3)C4=O)cc2C1=O)c1cccnc1
    0, -1, -5, -0.3, 0.6, 28, -3, 9, -1
O=C(OCc1ccc(Cl)cc1)c1cccnc1Cl
    -1, -4, 0, 0.2, 4.7, 3, 0, -1, -6
Cc1ccc(NC(=O)c2ccc(S(=O)(=O)N3CCOCC3)cc2)cc1
    -3, -2, 2, 0.2, -0.3, 1, 3, 3, 8
Cc1cc(OC(C)C(=O)N2CCN(c3ccc(F)cc3)CC2)c2c(C)cc(=O)oc2c1 (configuration not stated)
    19, -3, -5, 0.0, 1.9, 10, 1, -2, 2
C#CCOc1ccc(Cl)cc1/C=N/O
    -10, -3, 0, -0.1, 0.9, -5, -1, 2, 4
Cc1cc(N2C(=O)C(O)=C(C(=O)c3cc4ccccc4o3)C2c2cccc(Br)c2)no1 (configuration not stated)
    16, 37*, -9, 0.2, 3.6, -6, 31*, 4, 3
N#C/C(=C\c1cccnc1)c1ccccc1[N+](=O)[O-]
    3, 2, 1, 0.0, 3.3, -2, 3, -5, -8
Cc1cccc(-n2c(C)c(C)c3c(N)ncnc32)c1
    19, 0, 6, -0.2, 1.9, -9, -4, 6, 30
CCC(C)NCCOc1ccc(Br)cc1 (configuration not stated)
    -4, 0, 2, -0.2, -1.8, -4, -9, 3, -2
Cc1nnc(NC(=O)CSc2nc(N)c(NC(=O)c3cccs3)c(=O)[nH]2)s1
    -1, -6, -1, -0.1, 1.2, 3, -2, 4, 6
COc1cccc(-c2nnc(N)o2)c1
    2, -1, -5, -0.1, 0.5, 7, -2, 0, 12
CCCOc1ccc(/C=N/NC(=O)C2CC2)c(OCCC)c1
    8, -5, 2, -0.2, -0.3, 4, -4, 2, -39
COC(=O)COc1ccc(C)cc1-n1nc2ccccc2n1
    -10, 5, 0, -0.2, 1.7, 0, 2, -9, -10
CSCCC(NC(=O)c1occc1C)C(=O)O (configuration not stated)
    0, -1, 1, 0.0, -0.5, -2, -4, 0, 0
Cc1ncc([N+](=O)[O-])n1CC(=O)Nc1ccc2c(c1)OCO2
    14, -5, 26*, 0.1, -0.4, 5, 1, -6, 8
O=C(CSc1ncnc2c1oc1ccccc12)Nc1cccc(C(F)(F)F)c1
    1, 0, -2, 0.6, 2.6, -42, 1, 0, -8
Cc1nn2c(Nc3ccc(F)cc3)c3c(nc2c1-c1ccccc1)CCC3
    5, -3, 1, 0.0, 1.2, 0, -1, 2, 7
CC(=O)Nc1ccc(C(=O)CSc2cc(C)c3cccc(C)c3n2)cc1
    0, 0, -11, -0.3, 0.2, -6, 7, 4, -6
Cc1noc(C)c1C(=O)NCc1ccccc1
    8, 1, -6, -0.1, -0.4, -2, 1, -3, 6
COc1ccc(C(=O)N2CCNC(=O)C2)cc1S(=O)(=O)Nc1ccc(Br)cc1
    9, -1, -2, 0.0, -2.0, /, /, /, 2

The list continues.
Order of results: PREPL inh, PP1 counter, LYPLA2 counter, Efflux pump inh, PP5 inh, core dimer inh, TPT1 inh, CTSL1 counter, GASC-1 inh
Cc1ccc(CN(C(=O)c2cc(=O)c3cc(C)cc(C)c3o2)C2CCS(=O)(=O)C2)cc1 (configuration not stated)
    18, -2, 4, -0.3, -0.1, -4, -7, 2, -1
Cc1cccc(/C=N/n2c(-c3ccco3)n[nH]c2=S)c1
    -8, -2, 4, -0.2, -2.3, 0, -3, -2, -1
COc1ccc(CCN(CC(=O)NC2CCCC2)C(=O)CCC(=O)Nc2cc(C)on2)cc1OC
    -10, -9, 1, 0.0, -1.9, -1, -2, -1, -8
Cc1cc(Cl)ccc1NC(=O)COC(=O)c1nc2nccc(C)n2n1
    11, -5, -5, 0.0, 0.1, 5, -1, -3, 7
Cc1ccc(C(=O)Nc2ccccc2SCC2CSc3nc4ccccc4c(=O)n32)cc1 (configuration not stated)
    -6, 0, 6, -0.1, 0.5, 11, -4, 1, -12
CCOC(=O)N1CCN(S(=O)(=O)c2cccc3ccc(C)nc23)CC1
    3, -5, 3, 0.1, -0.2, 2, -2, -1, -6
CC1CCN(C(=O)COC(=O)Cc2ccc(Br)cc2)CC1
    15, -2, -2, -2.5, 1.0, 8, 2, -9, 1
Cc1ccc(S(=O)c2snnc2C)cc1 (configuration not stated)
    11, -1, 2, -0.2, -2.2, -6, -6, -2, -1
COc1cc(CC(=O)OCC(=O)NCC(C)C)cc(OC)c1OC
    -2, -1, 0, -0.1, -1.4, -3, -2, -10, -2
O=C(CCNc1ccc(Cl)cc1)c1cccs1
    11, -1, 2, -0.1, -0.1, -4, 0, 2, -10
Cn1c(=O)c2c(nc(CO)n2C)n(C)c1=O
    -3, -3, -2, -0.2, 1.1, 0, -1, 0, 2
Cc1ccccc1NC(=O)C1C2C=CC(C3CC23)C1C(=O)O (configuration not stated)
    11, -2, -1, -0.1, 2.8, -4, -2, -2, -35
COc1c(C=O)cc2c3c1CCCN3CCC2
    6, 7, -4, 0.0, 0.0, 9, -4, 1, 5
CN(C)Cc1cc(CN(C)C)c(O)c(CCc2ccccc2)n1
    -11, 2, -7, 0.0, 1.0, 3, -4, -1, -9
Cc1cccc(-c2ncc(CN3CCN(CCC(C)C)C(CCO)C3)cn2)c1 (configuration not stated)
    5, -2, -4, 0.3, 1.1, 0, 2, 1, 0
O=C(CCCN1C(=O)/C(=C/c2cccs2)SC1=S)Nc1cc([N+](=O)[O-])ccc1O
    18, 0, -1, -0.1, 0.2, -14, -4, 3, -6
CC(NC(=O)c1ccc(C(F)(F)F)cc1)C(c1ccccc1)N1CCOCC1 (configuration not stated)
    -1, 0, -1, -0.1, 2.6, 0, 0, -3, 6
COC(=O)C1CCN(CC(=O)N(C)c2c(N)n(Cc3ccccc3)c(=O)[nH]c2=O)CC1
    8, -2, 8, 0.0, 0.9, /, /, /, 5
Cc1ccc(C(=O)C(=O)c2ccc(C)c(N)c2)cc1N
    -9, -3, -5, 0.1, 0.5, 1, -1, 1, -1
CC1(C)CC2c3cccc(C(=O)O)c3C(=O)N2c2c1ccc1ccccc21 (configuration not stated)
    8, -1, -1, -0.1, -0.1, 7, 3, 4, -2
COc1ccc(/C=C2/C(=O)ON=C2C)cc1Br
    7, 4, 3, 0.3, 2.3, -4, 3, -8, -3
CCc1cc(C)cc(OCCOc2ccccc2/C=N/NC(C)=O)c1
    -4, 3, 0, -0.1, 9.3, 15, -2, 6, -2
CCn1c(=O)c(C(=O)NNC(=O)c2cccc(Cl)c2)c(O)c2ccccc21
    -2, 6, -1, 0.2, -1.2, 9, 0, 2, 3
COc1ccc(Br)cc1CN(C)CC(=O)Nc1cc([N+](=O)[O-])ccc1OC
    8, 3, 4, -0.1, 3.3, 7, 0, 0, -12
O=C(O)CCNc1cc(N2CCN(C(=O)c3ccco3)CC2)c2noc3c2c1C(=O)c1ccccc1-3
    38, 12, 0, 0.5, 6.8, -150, -17, 22*, -8
Cn1c(O)c(C2=c3ccccc3=NC2=O)[nH]c1=S
    4, 6, 14, 0.3, 4.1, -1, 2, -1, -9
Brc1ccccc1OCCOc1cccc2cccnc12
    -10, 2, -2, 0.1, 0.8, -3, 2, 0, 11
COc1cc(-c2nnc3sc(C4CCCCC4)nn23)cc(OC)c1OC
    5, -1, -2, -0.3, 0.3, 10, -3, 0, 1
CCCNC(=O)c1ccc2c(=O)c(O)c(-c3ccc(F)cc3)[nH]c2c1
    25, -3, -3, -0.1, 0.2, 8, -21, 3, 2
Clc1ncc(CSc2ccccc2)s1
    2, -3, 10, -0.1, 0.8, 3, 2, 3, -2

More results:
Order of results: PREPL inh, PP1 counter, LYPLA2 counter, Efflux pump inh, PP5 inh, core dimer inh, TPT1 inh, CTSL1 counter, GASC-1 inh
C=CCn1c(-c2cc(OC)c(OC)c(OC)c2)n[nH]c1=S
    5, 0, 7, -0.1, -2.4, 5, 2, -1, 14
CC1(C(=O)Nc2ccc3c(c2)OCCO3)CC1(Cl)Cl (configuration not stated)
    3, -3, -3, 0.4, 19*, -7, 1, 4, 1
CC(C)(C)n1nc2c(c1NC(=O)c1ccc(S(=O)(=O)N3CCCC3)cc1)CS(=O)C2 (configuration not stated)
    11, 1, 6, 0.0, -2.2, 1, -3, 3, -19
O=C(CCCN1C(=O)/C(=C/c2ccccc2Cl)SC1=S)NNC(=O)c1ccncc1
    -65, 6, -2, 0.0, 0.3, 8, -2, 4, 8
NC(=O)C1CCN(c2oc(-c3ccccc3)nc2S(=O)(=O)c2ccc(Br)cc2)CC1
    -5, 1, -7, 0.1, -0.4, -7, -3, -6, 17
O=C(Nc1cc(S(=O)(=O)N2CCCCCC2)ccc1OCC(F)(F)F)C1CCC1
    10, -4, 5, -0.1, 0.7, -5, -2, -2, 16
CCOC(=O)C1CCN(S(=O)(=O)c2ccc3[nH]c(=O)ccc3c2)CC1
    0, 3, 3, 0.4, 2.9, -6, 2, -4, -8
COc1ccc(CCNC(=O)CSc2nc3sc(C(=O)O)c(C)c3c(=O)[nH]2)cc1OC
    9, -1, 2, 0.2, 2.0, -3, 1, 0, -8
CC1(C)Cc2cccc(OCC(=O)NCCOc3ccccc3)c2O1
    -1, 2, 5, -0.1, 0.1, -1, -1, 0, -9
C=CCn1c(CCC(O)CCCCC)n[nH]c1=S (configuration not stated)
    -3, -4, -5, -0.2, 2.8, 5, 1, 0, -14
COc1cccc(OC)c1C(=O)Nc1nnc(-c2cccs2)s1
    -2, -4, -2, -0.1, 1.3, -2, 1, 3, 5
CCN(CC(=O)NCc1cccs1)CC(=O)Nc1c(Cl)ccc(C)c1Cl
    2, -1, -3, 0.1, -1.5, /, /, /, -2
O=C(CN1CCCCCC1)Nc1c(Cl)cc(Cl)cc1Cl
    -3, 2, -1, -0.1, 0.5, 11, 0, 0, 4
Cc1cc(C)nc(CCNC(=O)c2cc(COc3ccc(F)cc3F)on2)n1
    -3, -5, -4, 0.1, -1.6, -2, -2, 1, 6
c1coc(Cn2c(-c3ccco3)nc3ccccc32)c1
    2, -1, 12, -0.1, 1.0, 1, -2, 2, -2

The list is partial, so the mix of outcomes need not match the whole.
